# HIV fusion peptide: inhibitors of HIV fusion peptide binding, primary screen, biochemical, uHTS, fluorescence dequenching (AID 1986); inhibition, % at 20 µM, or IC50 in µM where a hit was titrated; cell-free peptide binding, fluorescence dequenching, 30 min; higher % means a stronger effect; actives 0.3% (n = 290,000); in the data active = inhibition mostly above about 52%, no sharp cut-off; inactive = mostly below about 76%; also: some results filed as inactive read as strong as hits
# LYP inhibition: PTPN22 lymphoid phosphatase activity blockers – biochemical, fluorescence intensity, uHTS (AID 1779); one-dose inhibition, % at 11.5 µM; IC50 in µM for titrated hits; actives 0.054% (n = 290,000); recombinant LYP phosphatase, fluorescence intensity; higher % means a stronger effect; in the data active = inhibition above about 50%;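 also: plate controls were vehicle with enzyme for no effect and no enzyme for full effect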
# NTR1 agonist: agonists of NTR1, primary screen, imaging, U2OS cells, beta-arrestin-GFP, high content (AID 493036) | activation, % at 20 µM | NTR1-U2OS beta-arrestin-GFP spot imaging, agonist mode | P30989 | actives 0.17% (n = 330,000);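 active = activation at or above 40% of the spot to cytoplasm intensity ratio, with at least 20 cells analyzed; inconclusive = wells under 20 cells, flagged as cytotoxic or low count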;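 also: 0% = DMSO without peptide and 100% = 100 nM NTR1 peptide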
# Target sequence (P30989 whole entry, looked up): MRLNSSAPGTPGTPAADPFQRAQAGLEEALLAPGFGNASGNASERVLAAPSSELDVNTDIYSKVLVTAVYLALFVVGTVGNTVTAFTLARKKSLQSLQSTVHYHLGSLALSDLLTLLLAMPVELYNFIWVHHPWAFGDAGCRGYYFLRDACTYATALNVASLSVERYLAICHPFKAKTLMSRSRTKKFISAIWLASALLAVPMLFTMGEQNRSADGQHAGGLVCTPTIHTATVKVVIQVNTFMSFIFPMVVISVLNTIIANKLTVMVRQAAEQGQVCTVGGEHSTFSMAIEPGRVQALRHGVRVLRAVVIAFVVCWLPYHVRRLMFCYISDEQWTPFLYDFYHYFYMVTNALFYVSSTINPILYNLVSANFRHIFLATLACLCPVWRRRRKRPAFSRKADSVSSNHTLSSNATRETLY
# SIAH1 antagonists: blockers of Siah-1 interaction with plectin peptide – biochemical, fluorescence polarization, rhodamine-plectin, uHTS, primary screen (AID 1817); Siah-1 / rhodamine-plectin peptide fluorescence polarization; higher % means a stronger effect; actives 0.02% (n = 290,000); displacement, % at 20 µM, or IC50 in µM where a hit was titrated;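 active = displacement of at least 50% at 20 µM, with a fluorescence ratio check between 0.3 and a set limit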;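 also: plate controls were Siah plus tracer with DMSO for no effect and tracer alone without Siah for full effect; strong numbers were not always called active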
# MgcRacGAP inhibition: MgcRacGAP GTPase-activating activity inhibitors, confirmation, biochemical, ADP Hunter fluorescence; MgcRacGAP-stimulated Rac1 GTP hydrolysis, ADP Hunter fluorescence; higher % means a stronger effect; GST-tagged Rac1 F28L mutant substrate; inhibition, % at 30 µM; hits with a dose series show IC50 in µM; actives 0.6% (n = 340,000);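 active = first-screen hits whose inhibition reached a set limit at any dose in the follow-up dose series; inconclusive = inhibition above the set first-screen limit but never retested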;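 also: fluorescence reports GDP produced by GAP-driven GTP hydrolysis; strong numbers were not always called active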
# GPR55 LPI antagonism: inhibition of LPI-stimulated GPR55 beta-arrestin translocation – imaging, U2OS, beta-arrestin-GFP, LPI agonist, primary screen (AID 2013); one-dose inhibition, % at 10 µM; IC50 in µM for titrated hits; actives 0.13% (n = 290,000); U2OS GPR55 beta-arrestin-GFP translocation imaging, LPI antagonism; higher % means a stronger effect;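 active = spots per cell inhibited over 60%, with over 100 cells counted and total cytoplasm intensity under 500,000; inconclusive = wells with under 100 cells, flagged as likely toxic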;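 also: U2OS cells stably carrying GPR55 and arrestin-GFP stimulated by 5 µM LPI near EC80; imaged beta-arrestin-GFP aggregate spots per cell after agonist stimulation; plate controls were LPI-stimulated DMSO wells for no effect and DMSO wells without LPI for full effect; some results filed as inactive read as strong as hits; confirmed hits need IC50 under 10 µM and bright autofluorescent wells are also inconclusive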
# GPR35 arrestin U2OS: inhibition of zaprinast-stimulated GPR35 beta-arrestin translocation – imaging, U2OS, beta-arrestin-GFP, zaprinast agonist, primary screen (AID 2058); U2OS GPR35 beta-arrestin-GFP translocation imaging, zaprinast antagonism; higher % means a stronger effect; one-dose inhibition, % at 10 µM; IC50 in µM for titrated hits; actives 0.052% (n = 290,000);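 active = inhibition of at least 50% with at least 30 cells and total cytoplasm GFP at most 10,000,000; inconclusive = under 30 cells or total GFP of 10,000,000 plus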
# Myeloid diff 2: myeloid differentiation induction. AID 624256. actives 1% (n = 360,000). ER-HoxA9 myeloid progenitors, lysozyme-GFP differentiation, flow cytometry. calls only at 10 µM;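 active = normalized GFP-positive differentiation at or above the plate's own cutoff, the solvent-only control mean plus 3 SD; inconclusive = no clear call, values can overlap the other calls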;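 also: cells exposed to compound for four days before flow analysis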
# PhoP inhibition: inhibitors of PhoP regulon expression, primary screen, Salmonella Typhimurium, GFP reporter (AID 1863). inhibition, % at 50 µM; hits with a dose series show IC50 in µM. S. Typhimurium PhoP-regulated promoter GFP reporter, 4 h; higher % means a stronger effect. actives 0.16% (n = 300,000);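 active = inhibition over 29.93%, a cutoff 3 SD above the screen mean, later confirmed by dose response; inconclusive = inhibition over 29.93% but no dose response follow-up; inactive = inhibition at most 29.93% or unconfirmed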;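 also: 0% = low Mg2+ inducing control and 100% = high Mg2+ repressing control; strong numbers were not always called active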
# NTR1 agonist cell count 20 µM: second read-out of NTR1 agonist, no call of its own (marks repeat the call); cell count; measured here: cell count, cytotoxicity flag
# Myeloid diff 2 GFP+ MAC1+ %: also measured in Myeloid diff 2; calls as there; GFP+ MAC1+ double positive, %; measured here: differentiation confirmed by MAC1 staining
# An asterisk follows results filed as active; i = inactive; ? = inconclusive; nt = not tested or not shown.
SMILES,HIV fusion peptide,LYP inhibition,NTR1 agonist,NTR1 agonist cell count 20 µM,SIAH1 antagonists,MgcRacGAP inhibition,GPR55 LPI antagonism,GPR35 arrestin U2OS,Myeloid diff 2,Myeloid diff 2 GFP+ MAC1+ %,PhoP inhibition
OC[C@@H](O)[C@@H](O[C@@H]1O[C@H](CO)[C@H](O)[C@H](O)[C@H]1O)[C@H](O)[C@@H](O)CO,nt,nt,1.2,44,nt,0%,nt,nt,i,1.5,8%
COC(=O)Cc1ccc(NC(=O)c2ccc3c(c2)C(=O)N(Cc2cccnc2)C3=O)cc1,0.5%,-1%,-0.2,60,6%,3%,-1%,4%,i,1.1,0%
O=Cc1ccc(OC(=O)CCCCC(=O)Oc2ccc(C=O)cc2)cc1,0.7%,-4%,0.7,81,-10%,12%,5%,-2%,i,0.4,6%
Cc1cccc(-c2noc(CCCC(=O)NCC3CCCO3)n2)c1 (configuration not stated),1.7%,-8%,4.7,49,0%,1%,0%,-10%,nt,nt,-1%
O=C(CCCN1C(=O)C(c2ccccc2)Oc2cccnc21)Nc1ccccc1Cl (configuration not stated),-1.7%,-7%,0.4,57,0%,-24%,4%,13%,nt,nt,6%
Fc1ccc(COc2cccc3cccnc23)cc1,-0.8%,-10%,0.4,64,3%,nt,10%,-9%,i,0.3,8%
Cc1cccc(C(=O)O)c1NC(=O)c1ccc(F)cc1,1.5%,-6%,-1.6,67,-4%,1%,-5%,-5%,i,0.8,-17%
COc1ccccc1C(=O)Nc1ccnn1C1CCN(C(=O)c2ccoc2)CC1,2.7%,-7%,-1.3,55,4%,7%,11%,7%,i,0.0,-3%
Cc1cc2cc(C(c3nnnn3Cc3ccco3)N3CCc4ccccc43)c(=O)[nH]c2cc1C (configuration not stated),1.5%,6%,4.1,34,-3%,17%,4%,-3%,i,1.8,-6%
O=C(Nc1ccc2c(c1)OCCO2)C1CCN(C(=O)c2ccccc2)CC1,-3.0%,-6%,-2.3,54,-6%,9%,1%,3%,i,0.9,8%
O=C(Nc1cccnc1)c1cnn2c(C(F)F)cc(C3CC3)nc12,-1.5%,1%,-0.7,51,2%,8%,-5%,-4%,i,1.3,7%
CCN1CCN(c2ncc3c(n2)CC(c2cc(OC)c(OC)c(OC)c2)CC3=O)CC1 (configuration not stated),-1.6%,0%,nt,nt,-3%,9%,-15%,20%,i,0.4,0%
COc1ccc(C(=O)COC(=O)/C=C/c2ccc(S(=O)(=O)Nc3cccc(S(N)(=O)=O)c3)cc2)cc1,5.9%,-3%,0.0,37,21%,8%,-12%,-1%,i,1.2,-5%
Cc1cccc2nc(Cn3c(=O)n(CCCC(=O)NCc4ccco4)c(=O)c4ccccc43)cc(=O)n12,3.5%,-5%,0.4,70,-8%,11%,-1%,1%,i,2.0,-8%
COC(=O)COc1ccc(/C=C2/SC(=O)N(CC(=O)N3CCCC3)C2=O)cc1Br,-4.8%,0%,8.3,80,4%,7%,12%,11%,i,0.5,1%
Cc1ccc(C)c(N(CC(=O)NCc2ccccc2)C(=O)c2csnn2)c1,0.9%,-8%,0.9,44,0%,4%,8%,-10%,i,6.5,-3%
COc1ccc(-n2ncc3c(SCC(=O)N4CCN(c5ccccc5OC)CC4)ncnc32)cc1,0.8%,3%,3.6,80,-5%,10%,-2%,2%,i,1.3,-7%
Cc1cc(C)c(C#N)c(Nc2ccccc2Cl)n1,-1.7%,-12%,-0.4,59,-3%,6%,-4%,-16%,i,1.4,-12%
CCOC(=O)CN1C(=O)SC(CC(=O)Nc2nccs2)C1=O (configuration not stated),-1.9%,-2%,-0.3,51,-3%,9%,13%,8%,i,1.2,16%
CCSc1nnc(NC(=O)[C@@H](NC(=O)c2cc(OC)cc(OC)c2)C(C)C)s1,2.1%,4%,3.4,46,6%,3%,8%,0%,nt,nt,7%
CCc1ccc(NC(=O)C2CC(=O)Nc3ncnn32)cc1 (configuration not stated),-0.2%,-13%,0.8,38,2%,-7%,5%,-7%,i,0.2,14%
O=C1N/C(=C\c2ccccc2)C(O)=C1C=NCc1ccccc1,1.8%,-9%,-0.3,64,12%,3%,8%,-4%,i,1.7,-3%
O=C(NC(NC(=S)Nc1ccc(Cl)cc1Cl)C(Cl)(Cl)Cl)c1cccc([N+](=O)[O-])c1 (configuration not stated),6.0%,2%,2.6,65,-3%,4%,-4%,10%,i,1.0,28%
O=C(Cn1cncn1)N/N=C/c1cccnc1,1.1%,-4%,-0.8,56,1%,3%,-1%,-14%,i,0.7,-9%
O=c1c(Cc2ccccc2)c(O)ccn1CCc1cnc[nH]1,-0.6%,-1%,4.8,58,4%,4%,5%,1%,i,0.3,-10%
# (cont.)
SMILES,HIV fusion peptide,LYP inhibition,NTR1 agonist,NTR1 agonist cell count 20 µM,SIAH1 antagonists,MgcRacGAP inhibition,GPR55 LPI antagonism,GPR35 arrestin U2OS,Myeloid diff 2,Myeloid diff 2 GFP+ MAC1+ %,PhoP inhibition
O=C1c2oc3ccc(Cl)cc3c(=O)c2C(c2cccnc2)N1Cc1ccco1 (configuration not stated),-2.2%,-12%,nt,nt,-1%,nt,-8%,-15%,nt,nt,nt
O=C(CSc1cccc2cccc(Cl)c12)NC1=NCCS1,-1.1%,-3%,0.7,99,-2%,7%,-13%,-15%,i,0.4,9%
Cc1ccc(CN2CCN(Cc3cn[nH]c3-c3ccccc3)CC2CCO)o1 (configuration not stated),2.3%,-5%,1.1,64,7%,1%,10%,3%,i,0.1,8%
O=C(c1ccccc1)c1c[nH]c(C(=O)NCc2cccnc2)c1,-1.9%,-1%,1.1,66,-3%,-2%,9%,-11%,i,0.5,8%
COC(=O)c1cc(-c2cccc([N+](=O)[O-])c2)c2c(=O)n(C)c(=O)n(C)c2n1,0.2%,-4%,6.4,83,11%,nt,2%,-9%,i,0.5,-6%
O=C(C1=C[C@H](c2coc3ccccc3c2=O)C[C@H](OCc2ccc(CO)cc2)O1)N1CCOCC1,-0.6%,-8%,-0.4,91,1%,7%,-3%,2%,i,1.2,-9%
O=C(Nc1nnc(SCc2ccc(F)cc2)s1)C1CC(=O)N(Cc2ccccc2)C1 (configuration not stated),-1.4%,3%,5.2,72,0%,3%,15%,2%,i,2.2,-8%
O=C(/C=C/c1ccc(Cl)cc1)N(Cc1ccccc1)C1CCS(=O)(=O)C1 (configuration not stated),0.6%,0%,1.8,59,2%,2%,-1%,7%,i,0.1,-9%
CCc1nn(C(C)C(=O)Nc2cccc(C)c2C)c(=O)c2cc3occc3n12 (configuration not stated),3.3%,4%,-1.2,40,5%,11%,-4%,-8%,i,1.7,-10%
Cc1ccc(C(=O)n2nc(C#N)c(C#N)c2N)cc1,-2.0%,-4%,-0.1,70,-4%,1%,-7%,22%,i,0.3,-4%
C=CCC1(CC=C)CCCN1C(=O)CC1C(=O)NCCN1Cc1cccc(OC)c1OC (configuration not stated),0.3%,-10%,-0.7,56,4%,-4%,-1%,-1%,i,0.4,nt
CCC(C)(C)NC(=O)CN(C(=O)CCC(=O)Nc1nccs1)c1ccccc1C,-0.1%,-12%,-0.8,65,1%,0%,2%,-12%,nt,nt,1%
O=[N+]([O-])c1ccc(/C=N/N=C/c2ccc([N+](=O)[O-])o2)o1,4.6%,-2%,nt,nt,-7%,19%,4%,-2%,?,nt,1%
O=C(C1CC1)N1N=C(C2CCCCC2)CC1(O)C(F)(F)F (configuration not stated),-1.5%,-5%,1.0,35,9%,3%,22%,-4%,i,0.1,-9%
COc1cccc(-c2nnn(CC(=O)N3CCCCC3)n2)c1,-2.3%,-9%,0.0,51,4%,8%,-10%,-4%,i,0.4,10%
COc1ccc(N2C(=O)CC(N3CCN(c4ccc(Cl)cc4)CC3)C2=O)cc1 (configuration not stated),1.4%,-10%,1.1,47,6%,8%,-2%,5%,i,0.6,-3%
CC(NC(=O)c1cccs1)c1n[nH]c(=S)n1C (configuration not stated),2.6%,-6%,-0.1,58,7%,9%,6%,-12%,i,0.2,-1%
CCOc1ccccc1OCC(=O)Nc1cc(S(=O)(=O)N2CCCCC2)ccc1OC,nt,nt,1.6,69,nt,11%,nt,nt,i,0.1,-6%
CCOc1cc(-c2conc2N)cc(OCC)c1OCC,-2.1%,-6%,0.1,74,-10%,-8%,-1%,8%,i,8.7,-12%
O=C(Oc1cccc(Nc2ncnc3ccccc23)c1)c1ccccc1Cl,-0.5%,1%,15,45,3%,-6%,9%,-20%,i,0.0,19%
O=C(NCCc1ccccn1)c1cc(-c2cccc3ccccc23)nc2ccccc12,2.3%,-2%,1.0,70,1%,9%,2%,10%,i,0.3,-4%
CCc1nnc(NS(=O)(=O)c2ccc(NC(=O)c3ccco3)cc2)s1,1.2%,-3%,-0.1,52,-5%,-2%,-6%,6%,i,0.5,-13%
N#Cc1ccc(CSc2nnc(-c3cccs3)n2-c2ccccc2)cc1,-2.0%,-3%,1.0,91,0%,10%,15%,2%,i,0.8,-4%
Cc1nc(NCc2ccccc2)c(C(N)=O)c2c1COC(C)(C)C2,-3.3%,-6%,-0.8,55,-2%,2%,-8%,5%,i,0.7,-3%
COC(=O)c1ccc(N=NNc2ccc(C(=O)OC)cc2)cc1,-1.4%,-4%,2.5,70,-7%,7%,9%,15%,i,0.2,12%
COc1ccccc1NC(=O)Nc1nc(CC(=O)NCc2c(F)cccc2F)cs1,nt,nt,2.9,60,nt,3%,nt,nt,i,0.7,-3%
CC(C)NC(=O)CCS(=O)(=O)c1ccc(Br)s1,-1.0%,-6%,2.9,76,-2%,9%,-8%,0%,i,8.8,-8%
Cc1cccc(OCC(=O)Nc2nonc2NC(=O)COc2cccc(C)c2)c1,nt,nt,2.5,81,nt,-1%,nt,nt,i,2.6,2%
Cc1ccccc1CC1(CO)CCCN(Cc2ccccc2Cl)C1 (configuration not stated),1.4%,-8%,2.6,48,11%,-65%,19%,-2%,i,0.1,7%
Oc1cccc(/C=N/N(Cc2ccccc2)c2ccccc2)c1,0.1%,2%,12,65,0%,9%,-10%,10%,i,0.8,-8%

# Bioassay records as filed in PubChem.
